# High-throughput results deposited in PubChem by National Center for Advancing Translational Sciences (NCATS).
# PI4K2A inh = qHTS for small molecular inhibitors of PI4K2A | Phosphatidylinositol 4-kinase type 2-alpha (Homo sapiens), Q9BTU6 | purified PI4K2A, ADP-Glo luminescence, 1 h; active compounds read low | activity change, negative = inhibition, % at 76.9 µM | 420,000 tested, 0.13% active; in the data active means activity change below about -50%; inconclusive means mostly about -30% to -49%;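 further: -100% = wells without enzyme as full effect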
# Target sequence (Q9BTU6 whole entry, looked up): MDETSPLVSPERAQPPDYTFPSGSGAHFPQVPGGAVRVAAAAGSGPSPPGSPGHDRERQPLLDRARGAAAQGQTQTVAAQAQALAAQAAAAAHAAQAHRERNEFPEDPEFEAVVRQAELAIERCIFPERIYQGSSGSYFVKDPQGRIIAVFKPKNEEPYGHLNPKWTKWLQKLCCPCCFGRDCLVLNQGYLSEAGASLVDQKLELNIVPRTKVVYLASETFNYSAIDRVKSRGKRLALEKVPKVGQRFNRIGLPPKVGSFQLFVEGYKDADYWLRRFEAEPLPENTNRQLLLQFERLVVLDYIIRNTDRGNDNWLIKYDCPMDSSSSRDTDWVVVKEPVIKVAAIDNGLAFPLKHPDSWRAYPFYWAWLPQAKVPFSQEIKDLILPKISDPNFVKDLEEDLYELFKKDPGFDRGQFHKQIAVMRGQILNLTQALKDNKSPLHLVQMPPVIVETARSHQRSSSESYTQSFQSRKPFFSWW
#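 PI4K2A activity was measured by ADP-Glo luminescence: enzyme (4 ug/mL stock) and phosphatidylinositol (1.2 mM stock) in Tris pH 7.5/MgCl2/EGTA/Triton X-100 buffer were reacted with ATP (300 microM stock) for one hour at ambient temperature.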
# GLS inh = qHTS for Inhibitors of Glutaminase (GLS). 410,000 tested, 0.21% active. Glutaminase kidney isoform, mitochondrial (Homo sapiens), O94925. Potency, µM (top dose mostly 45.5 µM), for the others: at the top dose activity change, negative = inhibition, most hits filed as inhibitors. AID 624170, 2012. GLS enzymatic activity, qHTS titration; further: potency means the concentration at half of the fitted maximal effect; on the % scale 0 is the no-effect control and ±100 the full control effect
#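 Read-out is an Amplex red fluorescence increase coupled through glutamate oxidase and HRP, measured before and after 30 min room-temperature incubation. hKGA is in 45 mM KH2PO4 (pH 8.2) with 0.02% Tween-20; glutamine added as 1mM solution.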
# BAZ2B inh = qHTS Assay for Inhibitors of BAZ2B; Bromodomain adjacent to zinc finger domain protein 2B (Homo sapiens), Q9UIF8; AlphaScreen BAZ2B-H3K14Ac peptide displacement; Potency, µM (highest dose often 114 µM), without a hit: at the highest dose activity change, negative = inhibition, actives largely listed as inhibitors; 360,000 tested, 4.4% active; AID 504333, 2011; further: potency means the concentration at half of the fitted maximal effect; on the % scale 0 is the no-effect control and ±100 the full control effect; nearly all actives have a fitted effect of over 60% in size
#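 BAZ2B 50 nM plus b-H3(5-23)K14Ac 50 nM, PBS pH 7.4/0.01% Tween-20, 30 min RT; compound added (max 110 uM), 30 min RT; streptavidin donor/Ni-chelate acceptor beads 10 ug/mL final, 20 min dark; AlphaScreen read.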
# HP1b binding inh = HTS for Inhibitors of HP1-beta Chromodomain Interactions with Methylated Histone Tails | AlphaScreen HP1-beta / biotin-H3K9me3 peptide binding | Potency, µM (highest dose often 114 µM), for inactives: at the top dose activity change, negative = inhibition, actives largely listed as inhibitors | 390,000 tested, 0.56% active | AID 540317, 2011; further: potency means the concentration at half of the fitted maximal effect; nearly all actives have a fitted effect of over 70% in size; inactives centre near 23
# Target sequence (P83916 whole entry, looked up): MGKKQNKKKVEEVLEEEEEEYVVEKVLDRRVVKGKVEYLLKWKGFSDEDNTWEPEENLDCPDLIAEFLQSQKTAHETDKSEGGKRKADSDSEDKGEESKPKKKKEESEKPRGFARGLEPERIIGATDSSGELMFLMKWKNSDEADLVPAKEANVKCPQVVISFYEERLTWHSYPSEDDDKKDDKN
#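 Compound inhibition of the preformed complex between 50 nM HP1-beta and 50 nM biotinylated H3K9me3 peptide was read by AlphaScreen. Buffer was PBS pH 7.4 with 0.01% Tween-20. Incubations ran 30 min at room temperature, with 10 ug/mL donor/acceptor beads.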
# PGK inhibitor = qHTS Assay to Find Inhibitors of Phosphoglycerate Kinase. Phosphoglycerate kinase, glycosomal (Trypanosoma brucei brucei), P07378. PGK/GAPDH coupled, Kinase-Glo luminescence, 60 min. Potency, µM (doses to about 57.5 µM), without a hit: at the highest dose activity change, negative = inhibition, hits mostly inhibitors. 380,000 tested, 0.043% active; further: potency means the concentration at half of the fitted maximal effect; on the % scale 0 is the no-effect control and ±100 the full control effect; nearly all actives have a fitted effect of over 60% in size
#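 Recombinant glycosomal PGK reaction used 1,3-bisphosphoglycerate generated in-well by GAPDH (100nM final) in 100mM TEA pH 7.6, 5mM MgCl2, 0.01% Tween-20. After 60 minutes at room temperature, ATP was read by Kinase-Glo Plus luminescence end-point.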
# ERG-DNA inh = qHTS for Small Molecule Inhibitors of the ERG Ets/DNA interaction; fluorescence polarization, His-ERG Ets domain / labelled DNA; Potency, µM (doses to about 76.9 µM), for the others: at the top dose FP activity, negative = inhibition, hits mostly inhibitors; 370,000 tested, 0.028% active; active means well fitted inhibition curve with a large enough effect in the polarisation, with a control signal flat; inconclusive means small, poorly fitted or top-dose-only effect, or effect the other way, or a change in a side signal; inactive means no such curve, though single readings can be large or run the other way; the % refers to the polarisation;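 further: polarization taken with two DNA probes labelled with fluorescein and Texas red; potency means the concentration at half of the fitted maximal effect; % of control where 0% means no effect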
#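 His-tagged ERG Ets domain (1 uM in the protein solution; 300mM KCl, 50mM Tris-HCl, 1mM EDTA, 1mM DTT, pH 7.5) received compound, then a probe mix of 5 nM fluorescein-DNA and 100nM Texas-615-DNA. Fluorescence polarization was read for both dyes.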
# G9a inh = qHTS Assay for Inhibitors of Histone Lysine Methyltransferase G9a | Potency, µM (titrated, usually from 102 µM), for inactives: at the top dose activity, negative = inhibition, actives largely listed as inhibitors | 350,000 tested, 8.8% active | AID 504332, 2011 | Histone-lysine N-methyltransferase EHMT2 (Homo sapiens), Q96KQ7 | G9a H3K9 monomethylation, AlphaScreen, 2 h; further: potency means the concentration at half of the fitted maximal effect; on the % scale 0 is the no-effect control and ±100 the full control effect; nearly all actives have a fitted effect of over 75% in size
# Target sequence (Q96KQ7 913-1193 limits assumed): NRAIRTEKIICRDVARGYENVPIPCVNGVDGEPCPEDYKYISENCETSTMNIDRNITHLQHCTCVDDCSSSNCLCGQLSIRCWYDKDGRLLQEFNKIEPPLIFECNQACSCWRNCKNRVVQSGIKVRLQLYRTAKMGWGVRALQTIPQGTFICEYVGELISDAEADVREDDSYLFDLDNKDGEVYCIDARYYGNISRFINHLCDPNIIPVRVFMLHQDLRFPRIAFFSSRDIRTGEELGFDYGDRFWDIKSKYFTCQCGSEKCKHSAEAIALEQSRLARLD
#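 Chemiluminescent proximity detection of H3K9 monomethylation, read after 10 min bead incubation in the dark. Reaction: 20 nM G9a, 500 nM biotin-H3K9 peptide, 20 uM SAM cofactor, 2 h, room temperature, following 15 min enzyme-compound preincubation.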
# JMJD2A Tudor = qHTS Assay for Inhibitors of JMJD2A-Tudor Domain; Lysine-specific demethylase 4A (Homo sapiens), O75164; AlphaScreen JMJD2A-Tudor / H3K4me3 peptide binding; Potency, µM (doses to about 114 µM), without a hit: top-dose activity change, negative = inhibition, hits mostly inhibitors; 390,000 tested, 4.4% active; AID 504339, 2011; further: potency means the concentration at half of the fitted maximal effect; on the % scale 0 is the no-effect control and ±100 the full control effect; nearly all actives have a fitted effect of over 50% in size
# Pin1 inhibitor = qHTS Assay to Find Inhibitors of Pin1; Peptidyl-prolyl cis-trans isomerase NIMA-interacting 1 (Homo sapiens), Q13526; 390,000 tested, 0.009% active; Potency, µM (titrated, usually from 115 µM), inactives show top-dose activity, negative = inhibition, hits mostly inhibitors; Pin1 FP peptide displacement, HiFluor488, 10 min; active means well fitted inhibition curve with a large enough effect in the polarisation, with a control signal flat, not every such curve was filed as active; inconclusive means small, poorly fitted or top-dose-only effect, or effect the other way, or a change in a side signal; inactive means no such curve, though single readings can be large or run the other way; the % refers to the polarisation; further: potency means the concentration at half of the fitted maximal effect; on the % scale 0 is the no-effect control and ±100 the full control effect
# Active calls of the source: *; i = inactive; u = inconclusive; x = not tested or not shown; & = joins results of further samples; [ ] = another dose, or the depositor's remark. Unless noted, the call rests on the fitted dose curve; in most records, active means well fitted curve in the direction sought with a large enough effect; inconclusive means small, poorly fitted or top-dose-only effect, or another doubt; inactive means no such curve, though single readings can be large; an effect the other way counts as inactive or inconclusive.
SMILES,PI4K2A inh,GLS inh,BAZ2B inh,HP1b binding inh,PGK inhibitor,ERG-DNA inh,G9a inh,JMJD2A Tudor,Pin1 inhibitor
COc1ccc(C(CN(C)C)C2(O)CCCCC2)cc1 (stereo not drawn),-2&4&0,3%&-10%,x,3%,6%,-2%,-30%[2.33 µM],-29%,0%
CCCCCn1c(=O)c(C(=O)NCc2ccncc2)c(O)c2ccccc21,2,20%,19%,96%[activator],8%,-12%,54%[activator],17%,2%
CCN(CC)C(=O)Cn1cc(/C=C2\C(=O)NC(=O)N(c3ccccc3F)C2=O)c2ccccc21,-14,1%,-10%,17%,-4%,8%,22%[0.501 µM],-12%,13%
CCN1C[C@]2(COC)CC[C@H](OC)[C@@]34C5C[C@H]6C(=O)C5[C@](O)(C[C@H]6OC)[C@@](O)(C(OC)C23)[C@@H]14 (stereo partly drawn),2,12%,x,20%,1%,-11%,x,-8%,-12%
Cc1[nH]ccc2c1[nH]c1cc(=O)ccc12,6,-7%,-12%,6%,-3%,u,50µM*,-9%,-8%
OC(c1ccccc1)(c1ccccc1)C1CN2CCC1CC2 (stereo not drawn),-2,-5%&0%,1%,50%[activator],3%,-4%,2%[12.7 µM],-4%,-2%
CC(C)(C)OC(=O)NCc1ccc(CNC(=O)c2nc[nH]c2C(=O)NCc2ccc(CNC(=O)OC(C)(C)C)cc2)cc1,3,6%,x,38%,4%,3%,x,-14%,u
C=CCn1c(O)c(C=NCCN2CCOCC2)c(=O)[nH]c1=S,4,10%,-39%,55%[activator],1%,2%,u,-1%,-3%
O=C(CSc1nc2ccccc2c(=O)[nH]1)NCc1ccc(Cl)cc1,-1,4%,11%,24%,-8%,1%,-2%,-15%,u
CCCCc1nc2ccccc2c(=O)n1-c1ccc(Cl)cc1[N+](=O)[O-],3,1%,u,5%,-8%,-5%,-4%,-18%,0%
Cc1cc(-c2ccc(N)c(C)c2)ccc1N,-6,41%[activator],x,-12%,9%,5%,x,u,10%
O=c1[nH]c(=O)n(C2CCCCC2)c(O)c1C1=Nc2ccccc2SC(c2ccccc2)C1 (stereo not drawn),-3,1%,u,43%[activator],x,2%,27%[59 µM],-6%,14%
C=CCn1c(O)c(C(CC)=Nc2ccc(NC(C)=O)cc2)c(=O)[nH]c1=O,-1,-5%,-13%,9%,i,2%,-8%,-10%,2%
CC(=O)O/C(=C1\CC2C3CC=C4CC(OC(C)=O)CCC4(C)C3CCC2(C)C1=O)C(F)(F)F (stereo not drawn),-2,-8%,x,5%,-10%,12%,x,-27%,-3%
CC(=O)C1C(N2CC2)CC2C3CC=C4CC(O)CCC4(C)C3CCC21C (stereo not drawn),-1,0%,x,6%[57 µM],-10%,-4%,x,-27%,-7%
O=P(N1CC1)(N1CC1)N1CCc2ccccc21,-6,u,x,24%,7%,4%,x,-31%,-3%
COC(=O)C1=C(c2ccc(S(C)(=O)=O)cc2)C[C@@H]2CC[C@H]1N2C(=O)N1CCOCC1,-9,0%,x,5%,-4%,6%,x,-11%,-5%
CCc1ccc(NC(=O)c2cccn(Cc3cccc([N+](=O)[O-])c3)c2=O)cc1,-1,-16%,-35%,-1%,0%,-3%,u,u,-4%
COc1ccc(N=Cc2c(O)n(C)c(=O)[nH]c2=O)cc1,-4,-6%,1%,20%,-1%,4%,x,-10%,0%
CCN1C(=O)C(=Cc2ccc(C)s2)C(=O)N(CC)C1=S,-5,-8%,45µM*,40µM*,0%,15%,35µM*,25µM*,u
COc1cc(OC)cc(C2(C#N)CCN(C)CC2)c1,1,-1%,3%,24%,4%,2%,x,4%,1%
CCC(=NCCC1=CCCCC1)c1c(O)[nH]c(=O)[nH]c1=O,5,-3%,-28%,27%,-9%,3%,-20%,-2%,7%
C#CCN1C(=O)S/C(=C\c2ccc(N3CCOCC3)cc2C)C1=O,2,13%,-30%,2%,-2%,3%,10%,-23%,u
CC(C)CCOP(=O)(c1ccc(N(C)C)cc1)C(O)c1ccc(Cl)cc1Cl (stereo not drawn),-3,u,u,u,-5%,1%,u,u,-3%
O=C(Nc1ccc(Cl)cc1C(=O)c1ccccc1)c1ccccc1,4,1%,5%,28%,-9%,5%,5%[59 µM],-6%,2%
CCCCc1ccc(NC(=O)c2ccc3c(c2)CCN3S(=O)(=O)CC)cc1,-6,7%,u,-1%,-7%,4%,u,u,-5%
COc1cc2c(cc1OC)-c1c(OC)c(OC)cc3c1[C@H](C2)[N+](C)(C)CC3,-6,6%,-30%,-6%,6%,1%,14µM*,u,-6%
CN1CCC(N2CC3CC(C2)c2cccc(=O)n2C3)CC1 (stereo not drawn),-2,-2%,3%,12%,i,-7%,u,-24%,-11%
CN1C(=O)/C(=C/c2cccn2-c2ccc3ccccc3c2)C(=O)NC1=S,-61*,1%,45µM*,-27%,-16%,18%,u,u,x
CCN(C(=O)COC(=O)C(O)(c1ccccc1)c1ccccc1)c1c(N)n(Cc2ccccc2)c(=O)[nH]c1=O,0,0%,8%,0%,4%,-3%,-25%,-14%,0%
CCN(CC)CCN/N=C(\C)c1c(O)[nH]c(=O)[nH]c1=O,4,6%,-2%,19%,i,9%,x,-25%,-5%
COc1ccc(N2C(=O)/C(=C/c3ccc(OC)c(OC)c3)C(=O)NC2=S)cc1,1,-20%,-30%,u,1%,2%,x,56µM*,1%
O=S(=O)(c1ccccc1)N1CCCCC1c1cccnc1 (stereo not drawn),-3,15%,-24%,8%,1%,x,4%[12.7 µM],-10%,-1%
O=c1nc(/C=C/c2ccc(Cl)cc2Cl)cc(C(F)(F)F)[nH]1,-21,-5%,-37%,42%[activator],-7%,6%,-2%,-32%,-6%
Oc1ccc(/C=N/NP(=S)(c2ccccc2)c2ccccc2)cc1O,3,20%,u,u,x,-1%,u,u,3%
Cc1ccc(-n2c(O)c(C=N)c(=O)n(-c3ccc(C)cc3)c2=O)cc1,-4,0%,-10%,36%[activator],i,1%,-13%,3%,4%
CC(=Nc1ccc2c(c1)CCC2)c1c(O)n(C2CCCCC2)c(=O)[nH]c1=O,-2,13%,0%,6%,i,4%,u,-13%,23%
O=C(N/N=C/c1c(O)n(C2CCCCC2)c(=S)[nH]c1=O)c1ccccc1O,-1,2%,79µM*,45%[activator],i,3%,75%[activator][59 µM],7%,1%
COC(=O)C1=C(c2cccc(OCc3ccccc3)c2)C[C@@H]2CC[C@H]1N2C(=O)NCc1ccc2[nH]ccc2c1,-1,6%,-35%,0%,2%,14%,-5%[2.33 µM],u,42%[activator]
CCCCC1(CCC)C(=O)NC(=S)NC1=O,4,2%,x,10%,7%,-4%,x,-1%,1%
C=C1C(C)C2C(Cc3ccccc3)NC(=O)C23C(OC(C)=O)C=CC(C)(O)CC(C)CC=CC3C1O (stereo not drawn),4,2%,x,20%,2%,-3%,x,-5%,-10%
O=C1CN(C(=O)COC(=O)Cc2ccccc2)c2ccccc2N1,0,16%,-15%,23%,-1%,-10%,11%,-12%,-5%
COc1ccc(C(=O)C2CCCN(Cc3ccc(C)s3)C2)cc1OC (stereo not drawn),-4,9%,-36%,16%,i,-5%,-24%,-31%,-10%
Oc1ccc(Cl)c(Cl)c1Cl,3,19%,-2%,21%,0%,-2%,-3%[0.501 µM],-5%,-6%
O=c1[nH]c(=O)n(CCc2ccccc2)c(O)c1C=NC1CC1,4,-21%,0%,30%,i,-4%,-2%,2%,-1%
Cc1cccc(OCC(=O)N2CCN(Cc3ccc([N+](=O)[O-])cc3)CC2)c1,2,5%,-1%,u,-7%,2%,0%,10µM*,-11%
COc1cccc(NC(=O)CN2CC(c3ccccc3)CC2=O)c1 (stereo not drawn),0,1%,-6%,39%[activator],5%,7%,u,-11%,0%
COc1cccc(-n2c(-c3ccoc3)nc3ccccc3c2=O)c1,-1,-2%,4%,10%,1%,4%,u,-15%,-4%
O=C(Cn1ncc2c3ccccc3n(Cc3ccc(F)cc3)c2c1=O)N1CCC2(CC1)OCCO2,-10,9%,2%,11%,6%,-6%,-17%[59 µM],-22%,15%
CC(C)c1ccc(OCC(=O)N2CCN(CCc3ccncc3)CC2)cc1,-1,11%,-27%,37%[activator],8%,-1%,-4%[59 µM],-11%,-2%
CCC(=NCc1cc(OC)cc(OC)c1)c1c(O)[nH]c(=O)[nH]c1=O,2,1%,-12%,25%,-3%,-2%,x,4%,-2%
CN1CCN(c2ccc(NC(=O)Oc3ccccc3)cc2)CC1,8,75%[activator],-1%,-1%,-8%,-18%,3.5µM*,-23%,-1%

# Some of the compounds tested (hit frequency here may not be typical).
